Screening data as filed in PubChem BioAssay.
Kir21 inh = inhibitors of mouse Kir2.1 inward-rectifier potassium channel. Inward rectifier potassium channel 2 (Mus musculus), P35561. B-score at 10 µM. HEK293-Kir2.1, FluxOR thallium flux fluorescence; hits give low values. AID 1672, 2009. actives 0.85% (n = 310,000);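 active = fluorescence ratio B-score at or below minus 3 SD of library scores, with starting-brightness B-score within 2 SD, cut at about -4.2 in these data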;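 also: channel flux triggered by added potassium and thallium sulfate stimulus; B-score of peak minus minimum fluorescence over baseline after thallium stimulus; more negative B-score means stronger Kir2.1 block with less thallium influx; some compounds called inactive have numbers as strong as hits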
Target sequence (P35561 whole entry, looked up): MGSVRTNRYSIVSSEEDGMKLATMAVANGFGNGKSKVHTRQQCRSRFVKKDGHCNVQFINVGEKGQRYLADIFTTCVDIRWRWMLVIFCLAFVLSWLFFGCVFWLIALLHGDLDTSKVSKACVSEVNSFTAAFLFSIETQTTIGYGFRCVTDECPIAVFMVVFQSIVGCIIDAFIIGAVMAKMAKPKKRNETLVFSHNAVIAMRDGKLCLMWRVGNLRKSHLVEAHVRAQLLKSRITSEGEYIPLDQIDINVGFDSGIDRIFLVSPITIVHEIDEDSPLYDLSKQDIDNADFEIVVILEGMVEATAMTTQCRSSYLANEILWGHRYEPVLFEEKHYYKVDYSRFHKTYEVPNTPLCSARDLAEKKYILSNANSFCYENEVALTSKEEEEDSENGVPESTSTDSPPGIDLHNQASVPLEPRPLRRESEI
STK33 kinase inh = inhibitors of purified STK33 kinase, primary screen, biochemical, ADP-Glo luminescence, homogeneous, cell-free; Serine/threonine-protein kinase 33 (Homo sapiens), Q9BYT3; MBP phosphorylation; inhibition, % at 10 µM; actives 0.073% (n = 320,000); AID 2661, 2010;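 active = inhibition at or above 25%, using the most active replicate where run in duplicate; inactive = inhibition below 25%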
Target sequence (Q9BYT3 whole entry, looked up): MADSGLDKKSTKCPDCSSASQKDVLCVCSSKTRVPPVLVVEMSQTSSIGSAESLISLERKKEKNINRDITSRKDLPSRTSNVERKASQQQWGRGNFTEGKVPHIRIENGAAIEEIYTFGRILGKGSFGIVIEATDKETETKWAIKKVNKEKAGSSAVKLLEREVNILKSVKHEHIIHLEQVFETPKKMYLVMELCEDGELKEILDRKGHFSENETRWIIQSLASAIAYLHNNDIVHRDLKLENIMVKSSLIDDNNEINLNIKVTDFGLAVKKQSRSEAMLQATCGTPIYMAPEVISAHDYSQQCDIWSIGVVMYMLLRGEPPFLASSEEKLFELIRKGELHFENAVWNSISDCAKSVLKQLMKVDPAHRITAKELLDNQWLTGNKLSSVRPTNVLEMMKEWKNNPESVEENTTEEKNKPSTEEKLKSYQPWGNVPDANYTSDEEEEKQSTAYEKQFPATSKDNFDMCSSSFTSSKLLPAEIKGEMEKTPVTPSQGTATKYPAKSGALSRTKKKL
* marks the source's active call; other numbers are inactive results; nt = not tested or not shown.

SMILES	Kir21 inh	STK33 kinase inh
COc1ccc(N(C)S(=O)(=O)c2cccc(C(=O)NCc3ccc(C)cc3)c2)cc1	nt	-0.1
c1ccn2c(CNc3ncnc4sccc34)nnc2c1	0.13	-0.3
O=C(O)/C=C/c1cn(-c2ccccc2)nc1-c1cccs1	1.6	0.0
CCCC(=O)NCCCCNC(=O)CCC	-0.02	-0.3
Cc1ccc(S(=O)(=O)Nc2cccc(C(=O)NCC3CCCO3)c2)cc1F (stereo not given)	0.15	0.7
Nc1cc(S(=O)(=O)Nc2ccccc2Cl)ccc1N1CCCC1	-1.4	-1.2
CN(C)CCCNC(=S)N(CCN(C)C)Cc1cc2cc3c(cc2[nH]c1=O)OCCO3	2.4	-0.5
CC(C(=O)O)N(c1ccccc1Cl)S(C)(=O)=O (stereo not given)	nt	-0.7
CCOC(=O)N1CCN(CC(=O)Nc2nc3ccccc3s2)CC1	-2.9	0.8
Cc1cccc(-c2oc3ccc(-c4ccc5c(c4)OCO5)cc3c2-c2ccc(OC3CCCCO3)cc2)c1 (stereo not given)	-0.84	0.2
Nc1nc(C2CCOCC2)cs1	-0.08	1.1
O=C(NC(Cc1ccccc1)C(=O)O)/C(=C/c1ccccc1)NC(=O)c1cccc(Br)c1 (stereo not given)	1.7	1.5
CC(=O)Nc1ccc2nc(NC(=O)COc3ccccc3C)sc2c1	-0.13	-2.7
O=C(Nc1ccc(-c2nc3ccccc3[nH]2)cc1)c1ccc(N2C(=O)CCC2=O)cc1	0.42	-3.9
CCOc1ccc(N2CC(C(=O)NC3=NCCS3)CC2=O)cc1 (stereo not given)	0.05	-0.2
CCn1c(C)nc2c1C(=O)c1ccccc1C2=O	-0.9	0.9
CC(C)(Oc1ccc(Cl)cc1)C(=O)Nc1ncccn1	0.54	-1.6
COc1ccc(/C=C2\CN(Cc3ccccc3)C/C(=C\c3ccc(OC)cc3OC)C2=O)c(OC)c1	-0.68	-1.6
CCOc1ccc(S(=O)(=O)N(CC(N)=O)c2ccc(C)cc2)cc1	-0.3	-0.3
Cc1ccc(CNC(=O)C(=O)NCC2OCCCN2S(=O)(=O)c2cccs2)cc1 (stereo not given)	0.13	-1.3
CS(=O)(=O)NN1C(=O)c2ccccc2NC1c1ccccc1O (stereo not given)	-2	-1.3
CC(C)c1nc(=S)n(-c2ccccc2)[nH]1	-0.01	0.6
COc1ccc(NC(=O)C2CCCN2C(=O)Nc2cccc(F)c2)cc1 (stereo not given)	-0.08	-1.2
O=C(NCCN1CCCCCC1)C1CC(=O)N(CCc2ccccc2)C1 (stereo not given)	0.57	-1.7
Cc1nnsc1C(=O)N/N=C/c1c(F)cccc1Cl	0.02	-1.4
Cc1ccc(NC(=O)C(c2ccccc2)N2CCN(CC(=O)N3CCOCC3)CC2)cc1Cl (stereo not given)	nt	0.6
Cc1ccc(/C=N/NC(=O)C(C)Oc2ccccc2[N+](=O)[O-])s1 (stereo not given)	1.5	-1.7
COc1ccc(CCNC(=O)Cn2ccc3cc(S(=O)(=O)N4CCCC4)ccc32)cc1OC	1.4	-1.5
CC(=O)[C@@]1(O)CC[C@H]2[C@@H]3CCC4=CC(=O)CC[C@]4(C)[C@H]3[C@@H](O)C[C@@]21C	-0.06	-0.8
Cc1c(C(=O)OCC(=O)N2CC(=O)Nc3ccccc32)oc2ccccc12	1	-3.3

Not a retest: an excerpt of the list.
SMILES	Kir21 inh	STK33 kinase inh
CCn1c(C)nc2c1C(=O)c1ccccc1C2=O	-0.9	0.9
CC(C)(Oc1ccc(Cl)cc1)C(=O)Nc1ncccn1	0.54	-1.6
COc1ccc(/C=C2\CN(Cc3ccccc3)C/C(=C\c3ccc(OC)cc3OC)C2=O)c(OC)c1	-0.68	-1.6
CCOc1ccc(S(=O)(=O)N(CC(N)=O)c2ccc(C)cc2)cc1	-0.3	-0.3
Cc1ccc(CNC(=O)C(=O)NCC2OCCCN2S(=O)(=O)c2cccs2)cc1 (stereo not given)	0.13	-1.3
CS(=O)(=O)NN1C(=O)c2ccccc2NC1c1ccccc1O (stereo not given)	-2	-1.3
CC(C)c1nc(=S)n(-c2ccccc2)[nH]1	-0.01	0.6
COc1ccc(NC(=O)C2CCCN2C(=O)Nc2cccc(F)c2)cc1 (stereo not given)	-0.08	-1.2
O=C(NCCN1CCCCCC1)C1CC(=O)N(CCc2ccccc2)C1 (stereo not given)	0.57	-1.7
Cc1nnsc1C(=O)N/N=C/c1c(F)cccc1Cl	0.02	-1.4
Cc1ccc(NC(=O)C(c2ccccc2)N2CCN(CC(=O)N3CCOCC3)CC2)cc1Cl (stereo not given)	nt	0.6
Cc1ccc(/C=N/NC(=O)C(C)Oc2ccccc2[N+](=O)[O-])s1 (stereo not given)	1.5	-1.7
COc1ccc(CCNC(=O)Cn2ccc3cc(S(=O)(=O)N4CCCC4)ccc32)cc1OC	1.4	-1.5
CC(=O)[C@@]1(O)CC[C@H]2[C@@H]3CCC4=CC(=O)CC[C@]4(C)[C@H]3[C@@H](O)C[C@@]21C	-0.06	-0.8
Cc1c(C(=O)OCC(=O)N2CC(=O)Nc3ccccc32)oc2ccccc12	1	-3.3

Later entries:
SMILES	Kir21 inh	STK33 kinase inh
COc1ccccc1C1=NNC(=NCc2ccccc2)SC1	-0.96	0.9
CCN(CC)S(=O)(=O)c1ccc(N/N=C(\C)c2ccc(OC)cc2O)nc1	-0.88	-1.0
CCn1c(C)[n+](CCOCC[n+]2c(C)n(CC)c3cc(Cl)c(Cl)cc32)c2cc(Cl)c(Cl)cc21	nt	-0.8
CNS(=O)(=O)c1cnccc1N1CCN(C)CC1	1.3	0.5
Cc1onc(C(=O)NN)c1C(=O)N1CCN(C(c2ccccc2)c2ccccc2)CC1	0.03	-0.9
O=C(CN1C(=O)C(=O)N(Cc2ccco2)C1=O)NC1CCCCC1	0.8	-2.4
O=C(CSc1ccc([N+](=O)[O-])cc1)Nc1cccc(S(=O)(=O)Nc2ccccc2F)c1	-1.6	-0.1
C/C(N)=C(/C#N)C(=O)COC(=O)c1ccccc1Cc1ccccc1	-0.7	-0.3
Nc1ncnc(N(c2ccccc2)C2CCCCC2)c1[N+](=O)[O-]	1	0.5
CCCCn1nnnc1NCc1cccs1	1.3	-0.3
CC(C)NC(=O)N1CCC(c2nc3ccccc3s2)CC1	-0.56	-0.7
O=C(CBr)N1CCc2ccccc2C(c2ccccc2)C1 (stereo not given)	-1.4	-3.0
O=[N+]([O-])c1ccc(C(=S)N2CCC(Cc3ccccc3)CC2)cc1	1.2	0.2
CC1CCCCN1S(=O)(=O)c1ccc(S(=O)(=O)N2CCN(c3ccccc3)CC2)cc1 (stereo not given)	1.9	-0.1
CCOc1ccc(N2C(=O)CC(n3nc(C)cc3C)C2=O)cc1 (stereo not given)	0	-0.8
CCOC(=O)c1cc(=O)n(Cc2ccccc2C)c2ccccc12	-0.45	-1.7
C/C(=N\NC(=O)CNC(=O)c1ccncc1)c1ccc(C)cc1	-0.52	-0.5
COc1ccccc1NC(=O)c1ccc(NC(=O)c2nc3nccc(C)n3n2)cc1	nt	-0.1
COc1ccc(N2CC(C(=O)N/N=C/c3ccc(C)cc3)CC2=O)cc1 (stereo not given)	0.63	1.4
CC(On1nnc2ccccc21)C(=O)N1CCN(Cc2ccccc2)CC1 (stereo not given)	0.01	0.3
Cc1ccc(Oc2cc(NC(=O)CCCn3nc(C)c([N+](=O)[O-])c3C)cc([N+](=O)[O-])c2)cc1	0.42	1.2
Cc1ccc(N(C(=O)CNC(=O)c2ccco2)C(C(=O)NC2CCCCC2)c2cccnc2)c(C)c1 (stereo not given)	0	-0.4
O=C(CNS(=O)(=O)c1cccs1)N1CCc2ccccc2C1	0.89	0.8
Cc1cc(C)c(S(=O)(=O)N2CCCCC2C(=O)O)c(C)c1 (stereo not given)	0.86	-0.8
CC1CN(c2nc3ccccn3c(=O)c2/C=C(\C#N)C(=O)N2CCOCC2)CC(C)O1 (stereo not given)	-0.14	-2.6
CC(=O)Nc1ccc(S(=O)(=O)Nc2ccc(Nc3ccccc3)cc2)cc1	-0.47	-0.3
CC(=O)C[C@H]1c2cc(C(F)(F)F)ccc2S(=O)(=O)N1C1CCCCC1	-2.4	0.5
CCOc1ccccc1C(=O)NCC(=O)N(C)Cc1cccnc1	-1.2	0.9
COc1ccc(OC)c(-c2nnc3n2N=C(c2ccc(OC)c(OC4CCCC4)c2)CS3)c1	nt	-0.7
CCOCCCNC(=O)Cn1nc(-c2ccccc2)ccc1=O	0.3	0.0
CCc1cccc(NC(=O)c2ccc(CNc3c(N4CCCC4)c(=O)c3=O)cc2)c1	-2.3	0.3
COc1cc(CC(=O)NC(c2ccccc2)c2ccccc2)cc(OC)c1OC	0.67	-0.1
S=C(NCCCN1CCOCC1)Nc1cccc(Cl)c1	0	-0.7
CC1(NC(=O)Nc2cccc3ccccc23)CCS(=O)(=O)C1 (stereo not given)	-0.31	0.0
CSc1ncccc1C(=O)OCC(=O)N1CCOCC1	-0.57	-1.0
CCOc1ccc(NC(=O)C(C)Sc2nnnn2C)cc1 (stereo not given)	0	-1.4
COc1ccc(C(=O)NNC(=O)CSc2nnc(C)n2CC2CCCO2)cc1 (stereo not given)	-0.4	0.3
CCOc1ccccc1N1CCN(CC(=O)NCCc2ccc(S(N)(=O)=O)cc2)CC1	-1.2	-1.1
COCCn1c(N)c(N(Cc2ccccc2)C(=O)CN2C(=O)NC(C)(c3ccccc3)C2=O)c(=O)[nH]c1=O (stereo not given)	-1.4	0.9
N#Cc1nc(N2CCCC2)nc(N2CCCC2)n1	-2	-1.5
O=C(Nc1nnc(Cc2ccccc2)s1)C1CCN(C(=O)c2ccco2)CC1	0.43	-0.6
O=C1CC(C(=O)N2CCCc3ccccc32)CN1c1ccc(Cl)cc1 (stereo not given)	-0.08	0.8
CCN(CC)c1ccc(NC(=O)CSc2nnc3nc(C)cc(C)n23)cc1	0.16	-0.8
COc1ccc(C2(CNC(=O)c3ccc(N)cc3)CCCC2)cc1	-1.1	nt
CCOC(=O)C1CCCN(CCC(=O)Nc2ccc(F)c(F)c2)C1 (stereo not given)	0.47	-1.1
CCOc1ccc(CCNC(=O)C(CC)n2nc(C)n3c(cc4sccc43)c2=O)cc1OCC (stereo not given)	0.28	3.2
COC(=O)C(C)N1C(=O)S/C(=C\c2cc(C)n(-c3ccccn3)c2C)C1=O (stereo not given)	0.03	-0.2
C[N+](C)(C)CCNC(=O)c1c(O)c2c([nH]c1=O)CCCC2	-0.9	1.5
COc1ccc(CN(C(=O)c2ccco2)c2ccc(C)c(C)c2)cc1	-1.4	4.1
Cc1c(C(=O)N2CCCCCC2)nnn1-c1nonc1N	-1.8	-0.6
O=C(Nc1ccccc1C(=O)NCCCN1CCOCC1)c1ccc(F)cc1	2.2	-1.2
COc1ccc(-c2nc(C)c(C(C)=O)n2O)cc1[N+](=O)[O-]	0.79	-1.1
Cc1noc(C)c1COc1ccccc1C(=O)NCCc1ccc(Cl)cc1	-5	0.5
CC1=NN(c2ccc(C)cc2C)C(=O)C1C(c1cccc(O)c1)C1C(=O)N(c2ccc(C)cc2C)N=C1C (stereo not given)	1	-2.4
COc1cc(/C=C2/SC(=S)N(Cc3ccccc3)C2=O)ccc1OS(C)(=O)=O	-0.51	-0.9
CCCCn1c(N)c(N(CC)C(=O)CSCc2c(C)noc2C)c(=O)[nH]c1=O	0.49	-1.2
COc1ccccc1/C=C1\N=C(C(C)(C)C)OC1=O	0.36	0.1
Nc1cccc(C(=O)N/N=C/c2ccsc2)c1	-0.24	-0.9
Cc1nn(-c2ccc(N3CCOCC3)nn2)c(C)c1CCC(=O)NCc1ccccc1	0.38	-2.6
O=C(NCCCN1CCCC1=O)Nc1ccc(F)c(Cl)c1	0.67	0.7

Later entries:
SMILES	Kir21 inh	STK33 kinase inh
COc1ccccc1N1CCN(C(=O)c2cc3c(s2)CCCCC3)CC1	1.3	-1.6
COCCn1nnnc1C(c1ccccc1Cl)N1CCN(c2ccccc2OC)CC1 (stereo not given)	1.5	nt
COc1ccc(-c2nc(CN3CCC(C(=O)NC4CCN(Cc5ccccc5)CC4)CC3)c(C)o2)cc1OC	0.98	0.9
CCCC(C)NC(=O)Cc1ccccc1 (stereo not given)	0.27	-0.8
CCC(C)(C(=O)NC1CCCC1)N(Cc1ccco1)C(=O)c1ccccn1 (stereo not given)	2	4.7
Cc1cc(C)c(C)c(S(=O)(=O)N2CCC(C(=O)NCCCN3CCCC3=O)CC2)c1C	nt	-0.1
Cc1nc2ccc(NC(=O)c3ccccc3)cc2s1	-0.23	0.9
Cc1ccc(/C=N/Nc2nc(N3CCCCC3)nc(N3CCCCC3)n2)o1	-0.79	-0.3
O=C(NNC1=C(C(=O)C(F)(F)F)CCC1)c1cccnc1	-2.2	-1.6
CCOc1ccc(CC(=O)NCc2cn3c(C)csc3n2)cc1	0.95	0.3
C#CCOCCOCCOCCNc1nc(N2CCN(C(=O)Cn3cc(CCO)nn3)CC2)nc(N2CCN(C(=O)[C@H]([C@@H](C)O)n3cc(CCCCN)nn3)CC2)n1	-1.6	0.7
S=C(Nc1ccccc1Cl)N1CCOCC1	-0.13	0.7
O=C(Cc1ccccc1)c1ccc2c(c1)OCCO2	0.02	3.5
CCOc1ccc(C(=O)CCC(=O)N(CC)CC(=O)NCc2ccc(Cl)cc2)cc1	-0.02	-1.6
CCOCCCNC(=O)/C(C#N)=C/c1cc(Br)c(O)c(Br)c1	1.3	nt
COc1cccc(NC(=O)NNC(=O)CN2C(=O)COc3ccccc32)c1	1.9	0.5
O=[N+]([O-])c1cccc(OCc2cn3cccnc3n2)c1	0.11	0.0
NNC(=O)c1cccc(COc2ccc(Br)cc2)c1	0	-1.4
Cc1ccc(-c2cc(N)n[nH]2)cc1	-0.14	-0.3
CCOc1cc(NC(=S)NCC2CCCO2)c(OCC)cc1NC(=O)c1ccc(F)cc1 (stereo not given)	-0.3	-0.9
Cc1ccn2cc(CCNS(=O)(=O)c3ccc4ccccc4c3)nc2c1	-1.6	-0.1
